SIRT5 block: inhibitors of human sirtuin-5 desuccinylase | Purified SirT5, succinyl-peptide AMC, trypsin-coupled fluorescence | 1.1% of 330,000 active | inhibition, % at 15 µM | Q9NXA8 | AID 652115; in the data active = inhibition above about 15%; inconclusive = no clear call, values can overlap the other calls
Target sequence (Q9NXA8 whole entry, looked up): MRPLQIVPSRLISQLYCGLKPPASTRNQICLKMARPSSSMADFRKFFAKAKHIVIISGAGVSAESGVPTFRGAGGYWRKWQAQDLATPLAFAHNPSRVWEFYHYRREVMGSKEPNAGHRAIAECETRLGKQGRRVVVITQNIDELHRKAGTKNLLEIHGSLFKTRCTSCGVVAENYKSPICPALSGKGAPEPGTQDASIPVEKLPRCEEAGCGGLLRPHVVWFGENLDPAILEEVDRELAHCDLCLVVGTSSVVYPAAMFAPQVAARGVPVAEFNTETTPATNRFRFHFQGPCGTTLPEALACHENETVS
miR-122 sensor: blocks miR-122 activity in Huh7 sensor cells; activation (reporter increase), % at 12.5 µM; 0.3% of 340,000 active; Huh7 miR-122 Renilla luciferase sensor, 48 h; neutral wells = 0, positive control = 100;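 active = mean replicate activation score at least 90 and every replicate individually at or above 90; inconclusive = only one of the two criteria met; inactive = neither criterion met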;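 also: higher luciferase means less miR-122 activity so hits act as miR-122 inhibitors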
CFTR F508del cor: CFTR F508del correction in bronchial cells; CFBE cells, YFP halide quenching; stimulated with forskolin plus potentiator P3; % fluorescence drop versus neutral controls; activity (quench increase), % at 7.58 µM; 0.36% of 350,000 active; AID 720511;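 active = mean added fluorescence quench of at least 8% versus neutral control, with both replicates also reaching 8%; inconclusive = only one of the mean or replicate conditions met; inactive = mean below 8% and not both replicates reaching 8%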;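 also: cells transiently co-express mutant CFTR-F508del with the halide-sensitive YFP; corrector assay measuring rescue of mutant channel to the surface after 24 h compound exposure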
ERp5 block: inhibitors of human ERp5 | Q15084 | inhibition, % at 9.99 µM | 0.05% of 350,000 active | ERp5 insulin aggregation, absorbance 650 nm, 90 min;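 active = mean replicate inhibition above about 25%, with every replicate also reaching it, limit read from the data, passing the limit was not always enough; inconclusive = only one of those two criteria met; inactive = neither criterion met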
Target sequence (Q15084 whole entry, looked up): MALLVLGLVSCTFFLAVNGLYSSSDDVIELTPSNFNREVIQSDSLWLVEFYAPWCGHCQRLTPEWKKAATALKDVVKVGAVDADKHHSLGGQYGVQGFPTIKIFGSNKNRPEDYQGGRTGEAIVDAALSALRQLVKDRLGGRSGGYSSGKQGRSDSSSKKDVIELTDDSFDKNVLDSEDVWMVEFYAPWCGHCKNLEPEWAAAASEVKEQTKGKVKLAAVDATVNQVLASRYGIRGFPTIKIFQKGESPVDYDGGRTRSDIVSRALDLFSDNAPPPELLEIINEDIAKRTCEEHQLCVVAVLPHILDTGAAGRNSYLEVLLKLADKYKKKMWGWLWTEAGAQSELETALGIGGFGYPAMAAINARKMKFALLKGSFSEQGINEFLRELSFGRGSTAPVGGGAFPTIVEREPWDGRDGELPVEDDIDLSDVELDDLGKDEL
CASP6 VEID inh: caspase-6 (human) enzyme inhibition; 0.53% of 350,000 active; AID 686996; purified caspase-6, Z-VEID-R110 cleavage fluorescence; inhibition, % at 12.5 µM;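 active = mean inhibition across replicates at least about 35%, with every replicate also reaching that limit, limit read from the data; inconclusive = only one of the two criteria met; inactive = neither criterion met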;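 also: 0% = median of neutral control wells and 100% = no fluorescence left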
Target sequence (P55212 24-179 limits assumed): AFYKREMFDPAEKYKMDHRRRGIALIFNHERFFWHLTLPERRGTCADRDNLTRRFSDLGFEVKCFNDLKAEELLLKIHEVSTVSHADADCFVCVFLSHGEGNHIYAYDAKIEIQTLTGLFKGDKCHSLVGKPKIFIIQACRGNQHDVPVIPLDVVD
Target sequence (P55212 194-293 limits assumed): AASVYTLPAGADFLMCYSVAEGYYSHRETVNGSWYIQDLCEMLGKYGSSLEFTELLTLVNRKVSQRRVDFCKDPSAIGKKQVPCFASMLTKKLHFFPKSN
DENV2 CPE: DENV2-induced cell death inhibition. DENV2-infected cells, cytopathic effect rescue, plate reader. CPE inhibition, % at 9.99 µM. 1.7% of 350,000 active. AID 651640; in the data active = CPE inhibition above about 20%, passing the limit was not always enough; inconclusive = no clear call, values can overlap the other calls; tested in BHK-21 cells;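 also: 0% = median of neutral control wells and 100% = median of positive control wells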
ERAP1 inh: ERAP1 (human) enzyme inhibition | Q9NZ08 | recombinant ERAP1, Leu-AMC fluorescence, 60 min | inhibition, % at 10.7 µM | 0.15% of 340,000 active | AID 652197;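 active = mean replicate inhibition of at least 30%, or all replicates individually reaching that 30% level; inactive = mean below 30% and not every replicate reaching it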;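 also: 0% = neutral control wells and 100% = L-leucinethiol positive control wells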
The depositor's hits bear a star; ? = inconclusive; . = not tested or not shown; & = joins results of further samples; [ ] = dose if it differs, or a comment.

Assay codes: A = SIRT5 block; B = miR-122 sensor; C = CFTR F508del cor; D = ERp5 block; E = CASP6 VEID inh; F = DENV2 CPE; G = ERAP1 inh
> O=C(C[C@@H]1CC[C@H](NS(=O)(=O)c2cccc(F)c2)[C@H](CO)O1)N1CCCCC1
  A: 1	B: .	C: 3.5	D: -3	E: -2	F: -2	G: -1

> CCn1cc(C2=NOC(C(=O)Nc3c(C)nn(Cc4ccc(F)cc4)c3C)C2)c(C)n1 (configuration not stated)
  A: 3	B: 1	C: 5.6	D: 0	E: 4	F: 0	G: -1

> C[C@H](CO)N1C[C@H](C)[C@@H](CN(C)C(=O)Nc2ccc3c(c2)OCO3)Oc2ccc(NC(=O)Nc3ccc(C(F)(F)F)cc3)cc2C1=O
  A: -6&2	B: 5[16.7 µM]	C: -0.6&0.6	D: 5&-4	E: -4&-3	F: ?	G: 1&6

> O=C1C=CC(=O)N1Nc1ccc(Br)cc1
  A: 0	B: .	C: -2.4	D: -2	E: -3	F: -9	G: 3

> NC(=O)c1ccccc1N/C=C1\CCCCC1=O
  A: 0	B: .	C: -4.0	D: 5	E: 0	F: 3	G: -3

> C[C@H](CO)N1C[C@H](C)[C@H](CN(C)S(=O)(=O)c2ccc(Cl)cc2)Oc2ccc(NC(=O)CCN3CCOCC3)cc2C1=O
  A: 0	B: -5[16.7 µM]	C: 0.6	D: -4	E: 0	F: -5	G: 0

> CC(C)(c1cc(Br)c(O)c(Br)c1)c1cc(Br)c(O)c(Br)c1
  A: .	B: 2	C: 0.3	D: -2	E: -1	F: 4	G: 6

> Cc1ccc(CNC(=O)C(OC(=O)c2cccs2)C(C)C)cc1 (configuration not stated)
  A: 0	B: 3	C: -1.5	D: 1	E: 0	F: 3	G: -6

> CN(Cc1ccccc1)S(=O)(=O)c1csc(C(N)=O)c1
  A: -3	B: 26	C: -0.2	D: 7	E: -2	F: 7	G: -1

> O=C(c1cc(-c2ccccc2)on1)N(Cc1cccnc1)C(c1ccccn1)c1nc2ccccc2[nH]1 (configuration not stated)
  A: -1	B: 49	C: 0.2	D: -1	E: -4	F: 3	G: -2

> O=C(CC(=O)Nc1cccc(F)c1)Nc1cccc(F)c1
  A: -2	B: 13	C: -0.8	D: 3	E: 0	F: -2	G: -1

> O=C(NCCCn1ccnc1)c1ccc(Cl)cc1
  A: 2	B: 2	C: -0.1	D: 5	E: -2	F: -5	G: 2

> Cc1ccc(NC(=O)CSc2nnc(NC(=O)C3CC3)s2)cc1
  A: -7	B: -2	C: -0.5	D: -1	E: -2	F: -3	G: 3

> C[C@@H]1CN([C@@H](C)CO)C(=O)c2cc(C#CC3(O)CCCC3)cnc2O[C@@H]1CN(C)C(=O)CN(C)C
  A: 6	B: -9[16.7 µM]	C: -1.7	D: -3	E: -2	F: 1	G: -3

> CN(Cc1nccn1C)C(=O)CC1C(=O)NCCN1CC(c1ccccc1)c1ccccc1 (configuration not stated)
  A: 7	B: -7	C: 1.5	D: -5	E: -6	F: 0	G: 2

> C=CC[C@@H](CC(=O)N[C@H](CO)Cc1ccccc1)C(=O)N[C@H](COC(=O)[C@@H](CC=C)Cc1ccc(F)cc1)C(C)(C)C
  A: .	B: -1	C: 0.7	D: -1	E: 3	F: 1	G: 1

> COC(=O)/C=C/c1c(C)[nH]c(=O)[nH]c1=O
  A: 3	B: -7	C: -0.7	D: -1	E: -5	F: -7	G: .

> Cc1ccc(CN2CCN(c3ncccn3)CC2)c(C)c1
  A: -1	B: 10	C: 1.6	D: 3	E: 0	F: 4	G: -3

> C[C@H]1CN([C@@H](C)CO)C(=O)c2cc(-c3cncnc3)cnc2O[C@H]1CN(C)Cc1ccncc1
  A: -1	B: 1[16.7 µM]	C: -1.2	D: -4	E: 2	F: -8	G: 1

> CCc1ccc(N2CN(CCc3ccccc3)CNC2=S)cc1
  A: -3	B: -6	C: -2.9	D: 3	E: 2	F: 10	G: 1

> O=C(CN1C(=O)NC2(CCCCCCC2)C1=O)NCc1cccs1
  A: -3	B: -10	C: -1.4	D: 4	E: 1	F: .	G: 17

> CC(=O)N1[C@@H]2Cn3c(ccc(-c4ccccc4)c3=O)[C@H]1[C@@H](C(=O)N1CCN(C)CC1)[C@@H]2CO
  A: -31	B: 0[16.7 µM]	C: 0.0	D: 0	E: -1	F: 11	G: 1

> CS(=O)(=O)NN1C(=O)c2ccccc2NC1c1cc2ccccc2nc1Cl (configuration not stated)
  A: -7	B: 0	C: 3.5	D: 0	E: 8	F: -1	G: -1

> C[C@H]1CN([C@@H](C)CO)C(=O)c2cccc(NS(C)(=O)=O)c2O[C@@H]1CN(C)CC1CC1
  A: 3	B: 4[16.7 µM]	C: 1.4	D: -3	E: -1	F: -8	G: -2

> C[C@H]1CN([C@@H](C)CO)C(=O)c2cccc(NC(=O)Nc3ccc(F)cc3)c2O[C@H]1CN(C)S(C)(=O)=O
  A: -1	B: 2[16.7 µM]	C: -0.1	D: -6	E: -1	F: 3	G: 1

> Cc1ccc(S(=O)(=O)Nc2ccc3c(c2)C(=O)N([C@H](C)CO)C[C@H](C)[C@@H](CN(C)C(=O)CCC(F)(F)F)OCCCC[C@H](C)O3)cc1
  A: 14	B: 2[16.7 µM]	C: 0.9	D: -2	E: -3	F: 8	G: 3

> Cc1ccc(NC(=S)N/N=C/c2ccc([N+](=O)[O-])s2)cc1
  A: 2	B: .	C: .	D: 1	E: 1	F: -6	G: 2

> CCN(C[C@H]1N[C@@](CC)(C(=O)OC)[C@H]2C(=O)N(Cc3ccccc3)C(=O)[C@@H]12)S(=O)(=O)c1ccc(C(C)(C)C)cc1
  A: 1	B: .	C: -4.3	D: 1	E: 4	F: 7	G: -5

> CCn1c(-c2cccn(Cc3ccc(Cl)cc3Cl)c2=O)n[nH]c1=S
  A: 9	B: -3	C: 0.7	D: 8	E: 10	F: 4	G: 0

> C[C@@H]1CN([C@H](C)CO)C(=O)c2cccc(NS(=O)(=O)c3ccc(F)cc3)c2O[C@H]1CN(C)CC1CCCCC1
  A: -1	B: 52[16.7 µM]	C: 0.6	D: -1	E: 2	F: -3	G: 0

> O=C(C[C@@H]1C[C@H]2c3cc(NC(=O)c4cccnc4)ccc3O[C@H]2[C@@H](CO)O1)NCc1ccccc1
  A: 1	B: 1[16.7 µM]	C: -1.6	D: 5	E: -2	F: 5	G: 2

> COc1ccc2c3c([nH]c2c1)[C@H](CO)N(C(=O)C1CCC1)CC31CCN(C)CC1
  A: -5	B: .	C: 2.0	D: 7	E: -5	F: 2	G: 0

> Cc1ccc(S(=O)(=O)N[C@H]2CC[C@H](CCNC(=O)C3CC3)O[C@@H]2CO)cc1
  A: 2	B: .	C: 0.2	D: -4	E: -5	F: 0	G: 0

> C[C@@H]1CN([C@H](C)CO)C(=O)CCCn2nncc2CO[C@@H]1CN(C)Cc1ccc(-c2ccccc2)cc1
  A: -1	B: 0[16.7 µM]	C: -1.7	D: 0	E: 0	F: 3	G: -2

> COc1ccc(-n2c(SCC(=O)Nc3ccccc3)nc(O)cc2=O)cc1
  A: 9	B: -4	C: 0.2	D: 1	E: 4	F: 3	G: .

> NC(=O)c1cccc(-c2ccnc3c2CC(C(=O)NCc2ccco2)O3)c1 (configuration not stated)
  A: -4	B: 22	C: -0.6	D: 9	E: 1	F: 19	G: 2

> CC(=O)N(C)C[C@@H]1OCc2ccccc2-c2c(n(C)c3ccccc23)C(=O)N([C@@H](C)CO)C[C@@H]1C
  A: -3	B: .	C: -1.9	D: -6	E: 1	F: ?	G: .

> Cc1ccc(-n2c(SCn3nnc4ccccc4c3=O)nnc2-c2cccnc2)c(C)c1
  A: -9	B: -9	C: -0.4	D: -1	E: 8	F: -5	G: -4

> COc1ccc2c3c([nH]c2c1)[C@H](CO)N(Cc1ccccc1)CC31CN(C(=O)NC(C)C)C1
  A: .	B: .	C: -0.5	D: -5	E: .	F: -7	G: -5

> COc1ccc2c(c1)c(C(C)=O)c(C)n2-c1ccccc1
  A: 11	B: 5	C: -0.2	D: -74	E: 2	F: -3	G: -6

Structures from the list above containing a thiophene ring, fused or not:
Assay codes: A = SIRT5 block; B = miR-122 sensor; C = CFTR F508del cor; D = ERp5 block; E = CASP6 VEID inh; F = DENV2 CPE; G = ERAP1 inh
> Cc1ccc(CNC(=O)C(OC(=O)c2cccs2)C(C)C)cc1 (configuration not stated)
  A: 0	B: 3	C: -1.5	D: 1	E: 0	F: 3	G: -6

> CN(Cc1ccccc1)S(=O)(=O)c1csc(C(N)=O)c1
  A: -3	B: 26	C: -0.2	D: 7	E: -2	F: 7	G: -1

> O=C(CN1C(=O)NC2(CCCCCCC2)C1=O)NCc1cccs1
  A: -3	B: -10	C: -1.4	D: 4	E: 1	F: .	G: 17

> Cc1ccc(NC(=S)N/N=C/c2ccc([N+](=O)[O-])s2)cc1
  A: 2	B: .	C: .	D: 1	E: 1	F: -6	G: 2

(list continues)
Assay codes: A = SIRT5 block; B = miR-122 sensor; C = CFTR F508del cor; D = ERp5 block; E = CASP6 VEID inh; F = DENV2 CPE; G = ERAP1 inh
> CCCOc1ccc(N2CC(C(=O)Nc3ccccc3OC)CC2=O)cc1 (configuration not stated)
  A: .	B: .	C: -5.9	D: 6	E: 2	F: ?	G: .

> CC(C)(C)[S@](=O)N1Cc2cc(C(=O)NCCc3ccncc3)nc(-c3cccc(-c4cccnc4)c3)c2[C@@H]1CCO
  A: 0	B: .	C: 0.0	D: 2	E: -3	F: ?	G: -1

> CCOc1ccc(CCNC(=O)C2CCCN(S(=O)(=O)N3CCCCC3)C2)cc1OCC (configuration not stated)
  A: -3	B: -2	C: -3.1	D: 4	E: 0	F: -1	G: 4

> CCc1[nH]c(C(=O)O)c(C)c1C(=O)OC
  A: -16	B: -2	C: -1.1	D: 1	E: 0	F: -5	G: -1

> Cc1nn(CC(=O)NCc2ccccc2Cl)c(C)c1[N+](=O)[O-]
  A: .	B: -4	C: .	D: 2	E: 3	F: .	G: 0

> CC(C)Nc1nc(-c2ccccc2CO)c2sccc2n1
  A: .	B: 9	C: 2.2	D: 2	E: -4	F: 10	G: -15

> O=C(Oc1ccc(=O)n(-c2ccccc2)n1)c1ccc(F)cc1
  A: -3	B: -7	C: -5.4	D: 0	E: -1	F: 1	G: -8

> CCOC(=O)/C=C1\SCC(=O)N1CC(O)CN1C(=O)CS/C1=C/C(=O)OCC (configuration not stated)
  A: 2	B: 39	C: 0.1	D: 3	E: 2	F: -2	G: 3

> CCOC(=O)[C@]12CCCC=C1N(Cc1ccccc1)C(=O)[C@H](CC(=O)N1CCN(C(=O)c3ccco3)CC1)C2
  A: .	B: .	C: -0.1	D: 2	E: -2	F: 11	G: -4

> CS/C(N)=N/N=C/c1ccc2c(c1)OCO2
  A: -1	B: .	C: -0.2	D: -3	E: 5	F: -1	G: -2

> O=C(C[C@@H]1C[C@H]2c3cc(NC(=O)Nc4ccccc4)ccc3O[C@H]2[C@H](CO)O1)NCc1cccnc1
  A: .	B: 3[16.7 µM]	C: -0.5	D: .	E: .	F: 4	G: .

> Cc1cc(C)n(/C(=C\N(C)C)C(=O)c2cccc([N+](=O)[O-])c2)n1
  A: 1	B: -3	C: -1.6	D: 4	E: -1	F: 9	G: -3

> COc1ccc(NC(=O)N(C)C[C@H]2OCCCC[C@@H](C)Oc3ccc(NS(=O)(=O)c4ccc(Cl)cc4)cc3C(=O)N([C@H](C)CO)C[C@H]2C)cc1
  A: 4	B: 3[16.7 µM]	C: 4.0	D: -1	E: 1	F: 8	G: -4

> CO[C@H]1CN(C)C(=O)c2ccc(NC(=O)C3CC3)cc2OC[C@H](C)N(CC2CC2)C[C@@H]1C
  A: .	B: .	C: 2.1	D: 2	E: 1	F: -6	G: -5

> COc1ccc(NC(=O)CN2CCC(C)CC2)c([N+](=O)[O-])c1
  A: 3	B: .	C: 0.3	D: 5	E: 0	F: -2	G: 1

> O=C(O)CCn1c2c(c3ccccc31)CCCC2
  A: 1	B: -7	C: .	D: -4	E: 4	F: .	G: 2

> CN(C)C(=O)c1ccc(-c2ccc3c(c2)[C@@H]2[C@@H](CCN2Cc2ccc4c(c2)OCO4)[C@H](CO)N3)cc1
  A: 5	B: -18[16.7 µM]	C: 1.5	D: 3	E: 2	F: 3	G: -2

> CN1C(=O)c2cc(NC(=O)Cc3cccs3)ccc2OC[C@@H]2O[C@H](CC(=O)NCCCN3CCOCC3)CC[C@H]21
  A: 0	B: -2[16.7 µM]	C: 1.3	D: 3	E: 1	F: -5	G: 2

An unsorted share of the library. Share with any hit: about 4%.
